G9a inh: qHTS Assay for Inhibitors of Histone Lysine Methyltransferase G9a. Histone-lysine N-methyltransferase EHMT2 (Homo sapiens), Q96KQ7. G9a H3K9 monomethylation, AlphaScreen, 2 h. Potency, µM (doses to about 102 µM), without a hit: top-dose activity, negative = inhibition, actives largely listed as inhibitors. actives 8.8% (n = 350,000). AID 504332, 2011; note: % is set by controls: 0 for no effect and ±100 for the full control effect; nearly all actives have a fitted effect of over 75% in size
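Chemiluminescent proximity detection of H3K9 monomethylation, read after 10 min bead incubation in the dark. Reaction: 20 nM G9a, 500 nM biotin-H3K9 peptide, 20 uM SAM cofactor, 2 h, room temperature, following 15 min enzyme-compound preincubation.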
BAZ2B block: qHTS Assay for Inhibitors of BAZ2B; Bromodomain adjacent to zinc finger domain protein 2B (Homo sapiens), Q9UIF8; AlphaScreen BAZ2B-H3K14Ac peptide displacement; Potency, µM (highest dose often 114 µM), without a hit: top-dose activity change, negative = inhibition, usual class: inhibitors; actives 4.4% (n = 360,000); AID 504333, 2011; note: % is set by controls: 0 for no effect and ±100 for the full control effect; nearly all actives have a fitted effect of over 60% in size
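AlphaScreen luminescence quantifies BAZ2B engagement of H3K14Ac peptide; the protein and biotinylated peptide are both at 50 nM final, buffer PBS pH 7.4 with 0.01% Tween-20, all steps at room temperature.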
BLM inh: qHTS Assay for Inhibitors of Bloom's syndrome helicase (BLM) | RecQ-like DNA helicase BLM (Homo sapiens), P54132 | recombinant BLM DNA unwinding, fluorescence dequenching | Potency, µM (titrated, usually from 56.1 µM), for inactives: at the top dose activity change, negative = inhibition, hits mostly inhibitors | actives 0.2% (n = 350,000) | AID 2528, 2010;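 note: plate controls were vehicle for no effect and no enzyme for full effect; nearly all actives have a fitted effect of over 35% in size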
Target sequence (P54132 whole entry, looked up): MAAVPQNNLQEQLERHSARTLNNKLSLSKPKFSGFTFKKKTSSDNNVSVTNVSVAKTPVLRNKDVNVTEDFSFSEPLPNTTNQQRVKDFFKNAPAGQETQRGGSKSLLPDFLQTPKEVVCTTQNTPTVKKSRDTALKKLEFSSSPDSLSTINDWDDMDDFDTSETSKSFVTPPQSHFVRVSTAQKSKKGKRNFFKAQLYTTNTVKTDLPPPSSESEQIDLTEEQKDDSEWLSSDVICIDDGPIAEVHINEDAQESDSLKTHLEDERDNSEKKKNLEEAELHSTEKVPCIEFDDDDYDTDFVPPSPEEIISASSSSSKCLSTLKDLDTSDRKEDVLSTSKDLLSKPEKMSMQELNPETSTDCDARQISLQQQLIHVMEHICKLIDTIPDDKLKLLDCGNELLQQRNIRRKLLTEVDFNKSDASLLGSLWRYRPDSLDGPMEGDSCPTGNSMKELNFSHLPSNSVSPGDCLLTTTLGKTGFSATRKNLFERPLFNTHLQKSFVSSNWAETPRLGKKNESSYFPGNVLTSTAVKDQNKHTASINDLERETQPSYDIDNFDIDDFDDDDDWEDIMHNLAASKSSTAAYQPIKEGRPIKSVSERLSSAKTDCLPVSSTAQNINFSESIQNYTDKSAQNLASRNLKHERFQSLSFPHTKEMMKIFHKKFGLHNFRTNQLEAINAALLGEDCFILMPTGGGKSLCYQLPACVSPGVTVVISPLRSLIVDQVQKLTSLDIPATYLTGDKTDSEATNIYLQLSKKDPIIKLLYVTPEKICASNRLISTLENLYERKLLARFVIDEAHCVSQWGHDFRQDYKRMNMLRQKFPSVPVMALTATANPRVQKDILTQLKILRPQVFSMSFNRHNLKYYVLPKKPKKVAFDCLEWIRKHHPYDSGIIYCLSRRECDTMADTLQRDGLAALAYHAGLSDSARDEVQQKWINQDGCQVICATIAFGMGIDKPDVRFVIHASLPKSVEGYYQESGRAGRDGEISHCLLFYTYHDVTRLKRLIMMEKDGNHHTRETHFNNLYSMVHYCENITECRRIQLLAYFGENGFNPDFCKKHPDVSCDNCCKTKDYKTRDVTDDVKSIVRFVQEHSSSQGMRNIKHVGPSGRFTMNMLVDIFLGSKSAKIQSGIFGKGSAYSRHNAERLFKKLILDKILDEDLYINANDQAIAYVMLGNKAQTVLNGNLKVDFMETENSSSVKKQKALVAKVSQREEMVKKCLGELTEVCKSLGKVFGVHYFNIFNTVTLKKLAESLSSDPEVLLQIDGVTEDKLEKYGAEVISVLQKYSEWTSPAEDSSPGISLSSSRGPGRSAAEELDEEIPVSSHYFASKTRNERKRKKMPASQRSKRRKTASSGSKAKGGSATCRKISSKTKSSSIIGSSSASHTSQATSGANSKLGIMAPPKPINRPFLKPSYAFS
POLB inh: qHTS Assay for Inhibitors of DNA Polymerase Beta. P06746. Pol beta primer extension/strand displacement, fluorescence kinetic. Potency, µM (top dose mostly 114 µM), for inactives: at the top dose activity change, negative = inhibition, usual class: inhibitors. actives 1.3% (n = 340,000); note: % is set by controls: 0 for no effect and ±100 for the full control effect
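Curves were derived by four-parameter Hill fits of normalized qHTS data. The kinetic fluorescent primer-extension read was taken at 0 and 10 min after 50 nM substrate, following a 15 min room-temperature preincubation of 10 nM enzyme with compounds.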
POLK inh: qHTS for Inhibitors of Polymerase Kappa; purified Pol kappa, fluorescent DNA synthesis assay, 10 min; Potency, µM (top dose mostly 107 µM), without a hit: top-dose activity, negative = inhibition, most hits filed as inhibitors; actives 0.53% (n = 400,000); note: % is set by controls: 0 for no effect and ±100 for the full control effect
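Enzyme at 10 nM met test compounds for 15 min at room temperature. Substrate addition (50 nM final) began the reaction, which was monitored by fluorescence at 0 and 10 min.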
POLI inh: qHTS for Inhibitors of Polymerase Iota. DNA polymerase iota (Homo sapiens), Q9UNA4. Pol iota fluorescent replication assay, 10 min. Potency, µM (highest dose often 115 µM), without a hit: at the highest dose activity, negative = inhibition, actives largely listed as inhibitors. actives 1% (n = 390,000). AID 588590, 2011
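Fluorescent replication assay read twice, at 0 min and 10 min after adding 50 nM (final) substrate. Enzyme (10 nM) and compounds were first incubated 15 min at room temperature; enzyme-free buffer wells were negative controls.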
APE1 inh: qHTS Assay for Inhibitors of the Human Apurinic/apyrimidinic Endonuclease 1 (APE1) | DNA repair nuclease/redox regulator APEX1 (Homo sapiens), P27695 | recombinant APE1, TAMRA/BHQ-2 abasic DNA cleavage fluorescence | Potency, µM (doses to about 65.8 µM), inactives show at the highest dose activity change, negative = inhibition, most hits filed as inhibitors | actives 0.35% (n = 350,000) | AID 2517, 2012;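 note: plate controls were vehicle for no effect and reference inhibitor for full effect; nearly all actives have a fitted effect of over 55% in size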
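Activity was derived from the fluorescence gain between first and third kinetic reads (60 s intervals, ex 525/em 598 nm) after 50 nM THF-abasic TAMRA/BHQ-2 duplex was added to 0.75 nM APE1 preincubated 15 min with compound.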
Pol eta inh: qHTS for Inhibitors of Polymerase Eta; recombinant Pol eta, fluorescent DNA replication assay; Potency, µM (highest dose often 114 µM), inactives show at the top dose activity change, negative = inhibition, hits mostly inhibitors; actives 1.2% (n = 390,000); AID 588591, 2011; note: % is set by controls: 0 for no effect and ±100 for the full control effect
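Fluorescent replication assay: 50 nM final substrate added after a 15 min room-temperature compound preincubation with 10 nM enzyme. Signal taken at 0 min and again at 10 min.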
Anesthetic bind: qHTS Assay for Identification of Novel General Anesthetics | Potency, µM (top dose mostly 77.5 µM), for the others: top-dose activity change, negative = displacement, usual class: inhibitors | Ferritin light chain (Equus caballus), P02791 | actives 0.074% (n = 350,000) | apoferritin/1-aminoanthracene competitive binding, fluorescence; note: % is set by controls: 0 for no effect and ±100 for the full control effect; nearly all actives have a fitted effect of over 20% in size
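Probe: 1-aminoanthracene (50% saturated, PBS). Protein: horse-spleen apoferritin, 10 uM. Incubation: 10 min, room temperature. Detection: 380 nm excitation, 535 nm emission. Analysis: normalized response, four-parameter Hill.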
An asterisk follows results filed as active; ? = inconclusive; / = no result given; & = joins results of further samples; [ ] = another dose, or the depositor's remark. Calls come from the whole dose curve; as a rule, active = well fitted curve in the direction sought with a large enough effect; inconclusive = small, poorly fitted or top-dose-only effect, or another doubt; inactive = no such curve, though single readings can be large; an effect the other way counts as inactive or inconclusive. Potency is the fitted concentration of half-maximal effect.

Values run as follows: G9a inh, BAZ2B block, BLM inh, POLB inh, POLK inh, POLI inh, APE1 inh, Pol eta inh, Anesthetic bind
[1] CCOC(=O)N1CCN(C(=O)c2ccccc2N(C)S(C)(=O)=O)CC1
  -31%[59 µM], -2%, 3%, -1%, -1%, 0%, 11%, -2%, 9%
[2] O=C(COC(=O)Cn1cnc2ccccc21)NCCC1=CCCCC1
  ?, ?, 0%, -7%, 9%, -4%, -2%, -17%, ?
[3] Cc1ccc(S(=O)(=O)N2CCCC2CNC(=O)C(=O)NCCN2CCOCC2)cc1 (stereo not drawn)
  5%, 10%, /, /, -2%, 52%[activator], 8%, -19%, /
[4] CC(C)CNC(=O)COc1ccc2c3c(c(=O)oc2c1)CCC3
  -21%, 4%, 0%, 10%, -9%, 11%, -10%, 0%, -6%
[5] Cc1cc(=S)cc(C)n1CCO
  13µM*, -7%, -16%, 32%, -4%, 118%[activator], ?, -14%, -2%
[6] COc1cc(CNc2ccc3[nH]c(=O)[nH]c3c2)cc(Br)c1OCc1ccc(F)cc1
  -11%[2.33 µM], -1%&-7%, -6%&-4%, 0%&3%, 3%&2%, 125%&24%[activator], 18%, -9%&-13%, 4%&73%
[7] CCNc1c(NS(=O)(=O)c2ccc(Br)s2)c(=O)oc2ccccc12
  0%, 7%, 2%, 12%, -14%, 44%[activator], -1%, -11%, -12%
[8] CCCC[C@@H]1CNC(=O)C(=O)N1CCCc1cc(OC)c(OC)c(OC)c1
  27%[59 µM], 4%, 2%, 1%, 13%, 6%, 0%, -6%, 6%
[9] Cc1ccccc1OCc1nnc(SCC(=O)Nc2ccc3nc(SCC(=O)NC(C)(C)C)sc3c2)n1C
  14%, -4%, -3%, 3%, -12%, 2%, -1%, -3%, -10%
[10] CCOc1ccc(NC(=O)CN(C)c2ccc(S(=O)(=O)N3CCOCC3)cn2)cc1OCC
  5%[12.7 µM], 35%[activator], 4%, 3%, -12%, -3%, 3%, -13%, -5%
[11] Cc1ccc(S(=O)(=O)Nc2cccc(-n3cnnn3)c2)cc1C
  21%, -12%, -2%, -13%, 4%, 17%, 37%, -11%, -5%
[12] CCN1CCCC1CNc1ncnc2c1[nH]c1ccc(F)cc12 (stereo not drawn)
  ?, -23%, 2%, ?, -24%, 0%, 3%, ?, ?
[13] CCCn1nc([N+](=O)[O-])c(C(C#N)c2nc3ccccc3o2)c(Cl)c1=O (stereo not drawn)
  10µM*, 20µM*, -27%, -29%, -3%, ?, -3%, 22µM*, ?
[14] COc1ccc(Cn2c(CO)cnc2SCC(=O)Nc2cc(C)on2)cc1
  25%, -26%, -2%, 20%, -22%, 27%, 8%, -10%, -8%
[15] O=[N+]([O-])c1ccc2c(c1)C(O)n1nc(-c3ccc(Cl)cc3Cl)nc1S2 (stereo not drawn)
  ?, -30%, -1%, 9%, 6%, ?, -1%, -5%, -2%
[16] O=C(CCS(=O)(=O)c1ccc(Cl)cc1)Nc1nnc(-c2cccs2)o1
  -2%, -9%, /, /, 6%, 25%, 6%, -14%, /
[17] COc1ccccc1N1C(=O)c2ccccc2NC1c1cc(OC)c(OC)c(OC)c1 (stereo not drawn)
  ?, -1%, -2%, 0%, 5%, 21%, -5%, -18%, 57%[activator]
[18] COc1cc(NC(=O)Cn2c(=O)n(C(C)C)c(=O)c3oc4ccccc4c32)cc(OC)c1
  1%[59 µM], -15%, 0%, 31%, 2%, 4%, /, -24%, -10%
[19] CCCn1c(N)c(C(=O)COC(=O)COc2ccc(Cl)c(C)c2)c(=O)n(C)c1=O
  11%, -4%, /, /, -4%, 41%[activator], -19%, -12%, /
[20] CN(C)C(CNC(=O)c1ccc(-c2ccccc2)cc1)c1ccccc1 (stereo not drawn)
  -11%, ?, -1%, 29%, 2%, 27%, 2%, ?, -13%
[21] CC(=O)c1ccc(-n2cc(-c3ccc(C(C)(C)C)cc3)[n+]3c2SCCC3)cc1
  24%[0.0925 µM], -3%, 0%, 21%, -4%, 62%[activator], 0%, -9%, -14%
[22] COc1ccc(-c2cc(CS(=O)(=O)c3ccccc3)on2)cc1
  -1%, 4%, -2%, 14%, 9%, -1%, -1%, -17%, -16%
[23] O=C(O)c1ccc(/C=N/N2CCN(Cc3cccc4ccccc34)CC2)cc1
  45µM*, -33%, -7%, 80%, 7%, 6%, 0%, -14%, -5%
[24] CC(C)N1CCN(Cc2cc3ccccc3[nH]2)CC1CCO (stereo not drawn)
  17%, 6%, -9%, 10%, -4%, 95%[activator], 2%, -13%, -7%
[25] Cc1ccc(S(=O)(=O)CNC(=S)c2cccc(C)c2)cc1
  10µM*, -7%, -1%, 5%, -9%, 20%, -4%, -21%, 28µM*
[26] CCN(CC)CCCC(C)NC(=O)c1ccc(C(F)(F)F)cc1 (stereo not drawn)
  -18%, -12%, 1%, -10%, -8%, ?, 3%, -1%, -3%
[27] CCc1nnc(NC(=O)CCn2cnc3ccccc3c2=O)s1
  24%[59 µM], -19%, 1%, 12%, 1%, 8%, 0%, 9%, -12%
[28] CC(NC(=O)c1ccccc1)c1nnc(SCc2nc3ccccc3c(=O)[nH]2)n1C (stereo not drawn)
  -34%, -3%, 1%, 10%, -3%, 13%, 4%, -2%, -3%
[29] Cc1cc(/C=N\NC(=O)COc2cccc3cccnc23)c(C)n1-c1ccccc1
  ?, ?, -4%, 16%, -2%[60.1 µM], 15%, 0%, -8%, -21%
[30] O=C(NCc1ccc(Cl)cc1)c1cnc2sc(N3CCCC3)nn2c1=O
  -2%[59 µM], -1%, 3%, -4%, -20%, 3%, /, 2%, 0%

Three entries from above, ordered by SMILES length, descending.
Values run as follows: G9a inh, BAZ2B block, BLM inh, POLB inh, POLK inh, POLI inh, APE1 inh, Pol eta inh, Anesthetic bind
[29] Cc1cc(/C=N\NC(=O)COc2cccc3cccnc23)c(C)n1-c1ccccc1
  ?, ?, -4%, 16%, -2%[60.1 µM], 15%, 0%, -8%, -21%
[22] COc1ccc(-c2cc(CS(=O)(=O)c3ccccc3)on2)cc1
  -1%, 4%, -2%, 14%, 9%, -1%, -1%, -17%, -16%
[27] CCc1nnc(NC(=O)CCn2cnc3ccccc3c2=O)s1
  24%[59 µM], -19%, 1%, 12%, 1%, 8%, 0%, 9%, -12%

The listing continues:
Values run as follows: G9a inh, BAZ2B block, BLM inh, POLB inh, POLK inh, POLI inh, APE1 inh, Pol eta inh, Anesthetic bind
[31] CCCN(C(=O)CSc1ncnc2sccc12)c1c(N)n(Cc2ccccc2)c(=O)[nH]c1=O
  -13%[2.33 µM], 8%, /, /, -2%, 5%, -7%, -24%, /
[32] Cc1c(NC(=O)CSc2nc(N)cc(N)n2)c(=O)n(-c2ccccc2)n1C
  6%[2.33 µM], -10%, /, /, -13%, 21%, 5%, -5%, /
[33] O=C(NC1CCCN(Cc2ccc(Cl)cc2)C1)c1ccccc1-c1ncc[nH]1 (stereo not drawn)
  /, -36%, -2%, -1%, 1%, 8%, 4%, -7%, -9%
[34] CCn1c(NC(C)=O)nc2ccccc21
  10µM*, -20%, 2%, ?, 1%, ?, -3%, ?, -2%
[35] Clc1ccc(Oc2nc3ccccc3n3cccc23)cc1
  20%[59 µM], -1%, -3%, 0%, 3%, 4%, 3%, -10%, -1%
[36] COCCN1C(=O)c2cc(C(=O)Nc3ccc(OC)c(OC)c3)ccc2C1Nc1ccc(OC)c(OC)c1 (stereo not drawn)
  ?, -21%, -5%, 26%, -1%, 17%, 0%, -20%, -14%
[37] COc1ccc(-c2ccc(/C=C(\NC(=O)c3ccccc3)C(=O)N3CCOCC3)o2)cc1
  2%[12.7 µM], ?, -4%, 8%, -1%, 67%[activator], -3%, -1%, -12%
[38] COc1ccc(-c2cc(C(=O)OCC(=O)NC3CC3)c3ccccc3n2)cc1OC
  /, /, /, /, -10%, 22%, 9%, -10%, /
[39] COc1ccccc1C(=O)Nn1cnnc1
  10%, -8%, 0%, -23%, -20%, 94%[activator], 26%, -17%, -2%
[40] CSC1=C(C#N)C(c2ccccc2)C(C(C)=O)=C(C)N1 (stereo not drawn)
  3%, -12%, -1%, ?, -1%, 17%, -2%, -18%, -6%
[41] O=C(CSc1ccc2ccccc2n1)c1ccccc1
  /, 139%[activator], -7%, 18%, -13%, 1%, 10%, -4%, -20%
[42] Nc1c(S(=O)(=O)c2ccccc2)c2nc3ccccc3nc2n1/N=C/c1cccc(O)c1
  17%, 2%, -2%, 3%, -1%, -8%, 2%, -12%, -15%
[43] CCOC(=O)c1ccc(CN(Cc2ccc(C)cc2)S(=O)(=O)c2ccc(NC(C)=O)cc2)cc1
  6%[59 µM], -1%, -11%, 23%, -5%[60.1 µM], 10%, /, -4%, -8%
[44] Nc1nc(CN2CCN(c3ccccn3)CC2)nc(Nc2ccc(Cl)cc2)n1
  50µM*, 50µM*, -1%, 4%, -12%, 8%, -5%, -17%, -10%
[45] COc1ccc(CNC(=O)CCc2c(C)nn(-c3ccc(N4CCCC4)nn3)c2C)cc1
  11%[59 µM], 79µM*, 3%, 0%, 2%, 23%, /, -2%, -8%
[46] Cc1ccc(NC(=O)CNNC(=O)c2cccc([N+](=O)[O-])c2)cc1[N+](=O)[O-]
  /, /, /, /, -4%, 11%, 36%, -10%, /
[47] O=C(CSCc1c(Cl)cccc1Cl)NCc1ccccn1
  /, 3%, -2%, 18%, 1%, 120%[activator], ?, -19%, -5%
[48] O=S(=O)(c1ccccc1)c1nnn2c1nc(NCc1ccc(F)cc1)c1sccc12
  -38%[59 µM], ?, -8%, 11%, ?, 55%[activator], /, -18%, 0%
[49] Cc1ccc(-c2nnc(N3CCN(C(=O)CSc4ncn[nH]4)CC3)c3ccccc23)cc1
  -4%[59 µM], 5%, 1%, -9%, -5%, 2%, 6%, 8%, 2%

Not all compounds are listed; count on the stated rates, not on these rows.
